Cneo AK release: Cryptococcus neoformans cell lysis inducers, primary screen, AK release luminescence, single concentration; C. neoformans lysis, adenylate kinase release luminescence, 4 h; normalised: neutral wells 0, clomiphene wells 100; lysis activity, % at 15 µM; 360,000 tested, 0.2% active; AID 651654, 2012;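 active = mean lysis activity across replicates of at least 80%, whatever share of replicates individually reach that level; inactive = mean lysis activity below 80%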
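Material – log-phase Cryptococcus neoformans yeast cells · Input – 5 × 10^6 yeast cells/mL · Medium – fresh YPD growth medium · Doses – single compound concentration per well · Timing – static 4 h at 37 °C with compound, 1 h detection · Detection – adenylate kinase release luminescence · Read-out – signal increase indicating cell lysis · Control set – Clomiphene as positive lysis control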
C2C12 statin: suppressors of statin myotoxicity in C2C12 myotubes, primary screen, cell-based, single point, plate reader; 330,000 tested, 0.78% active; C2C12 myotubes + simvastatin, ATP luminescence, 48 h; scaled: DMSO 0, geranylgeraniol control 100; rescue of ATP level, % at 7.49 µM;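 active = mean ATP rescue above about 67%, or every replicate alone reaching that limit, limit read from the data, passing the limit was not always enough; inconclusive = no clear call, values can overlap the other calls; inactive = mean under the limit and some replicate under it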;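 note: myotubes were challenged with 10 µM simvastatin during compound exposure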
SIRT5 inh: SIRT5 desuccinylase inhibitors, primary screen, biochemical, fluorescence imaging, single point, set 5; Purified SirT5, succinyl-peptide AMC, trypsin-coupled fluorescence; NAD-dependent protein deacylase sirtuin-5, mitochondrial (Homo sapiens), Q9NXA8; 330,000 tested, 1.1% active; inhibition, % at 15 µM; in the data active = inhibition above about 15%; inconclusive = no clear call, values can overlap the other calls
LGR2 inh: inhibitors of bursicon-induced LGR2 CRE-luciferase signal, primary screen, cell-based, HEK293, CRE-luciferase reporter, bursicon stimulation; bursicon-stimulated, 4 h; AID 720647, 2013; 380,000 tested, 0.35% active; inhibition, % at 9.99 µM; Drosophila bursicon receptor LGR2 (rickets);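 active = drop in luminescence signal, shown as inhibition above about 50% in the replicate tests, limit read from the data, passing the limit was not always enough; inconclusive = probably only some replicates passing the limit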;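 note: agonist challenge used bursicon conditioned medium at about half maximal strength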
PGC1a acetyl inh: inhibitors of PGC1a acetylation signal, primary screen, cell-based, U2OS, AlphaScreen, inhibitor mode; AlphaScreen anti-acetyl-lysine; with virally co-expressed GCN5 acetyltransferase; inhibition, % at 15.6 µM; 350,000 tested, 0.17% active; AID 651687, 2012;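 active = every replicate shows inhibition of at least 40%; inconclusive = mean inhibition at least 40% but some replicate below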;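 note: 0% = neutral control wells and 100% = positive control wells; some results beyond the cut were filed as inactive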
ERAP1 inh: human ERAP1 aminopeptidase inhibitors, primary screen, biochemical, single point, plate reader | Endoplasmic reticulum aminopeptidase 1 (Homo sapiens), Q9NZ08 | 340,000 tested, 0.15% active | recombinant ERAP1, Leu-AMC fluorescence, 60 min | inhibition, % at 10.7 µM;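 active = mean replicate inhibition of at least 30%, or all replicates individually reaching that 30% level; inactive = mean below 30% and not every replicate reaching it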;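 note: 0% = neutral control wells and 100% = L-leucinethiol positive control wells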
Target sequence (Q9NZ08 whole entry, looked up): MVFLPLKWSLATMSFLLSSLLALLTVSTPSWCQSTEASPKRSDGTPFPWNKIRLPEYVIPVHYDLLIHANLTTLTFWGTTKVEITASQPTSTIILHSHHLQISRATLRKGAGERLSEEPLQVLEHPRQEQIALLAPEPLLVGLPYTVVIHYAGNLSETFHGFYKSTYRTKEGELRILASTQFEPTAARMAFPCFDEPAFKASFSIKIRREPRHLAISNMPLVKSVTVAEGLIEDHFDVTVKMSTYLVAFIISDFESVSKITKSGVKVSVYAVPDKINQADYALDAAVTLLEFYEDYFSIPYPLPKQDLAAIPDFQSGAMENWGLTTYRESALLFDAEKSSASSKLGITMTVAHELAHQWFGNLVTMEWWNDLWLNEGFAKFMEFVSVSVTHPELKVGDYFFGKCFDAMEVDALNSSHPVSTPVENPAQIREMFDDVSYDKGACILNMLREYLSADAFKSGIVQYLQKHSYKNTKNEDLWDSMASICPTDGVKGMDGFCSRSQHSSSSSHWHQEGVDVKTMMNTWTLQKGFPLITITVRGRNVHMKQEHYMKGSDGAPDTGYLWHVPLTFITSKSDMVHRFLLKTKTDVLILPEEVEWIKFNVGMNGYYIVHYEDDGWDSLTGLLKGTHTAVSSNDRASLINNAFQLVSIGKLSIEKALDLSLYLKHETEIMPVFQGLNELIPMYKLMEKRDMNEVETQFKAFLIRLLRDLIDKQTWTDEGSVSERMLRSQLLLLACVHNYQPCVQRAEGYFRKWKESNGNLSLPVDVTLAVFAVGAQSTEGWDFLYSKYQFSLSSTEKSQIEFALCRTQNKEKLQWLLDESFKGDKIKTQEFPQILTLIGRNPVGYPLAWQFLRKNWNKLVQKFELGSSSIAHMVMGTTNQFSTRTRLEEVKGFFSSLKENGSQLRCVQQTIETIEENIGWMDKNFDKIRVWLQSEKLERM
S100A4 MyoIIA: inhibitors of S100A4-myosin IIA peptide binding, primary screen, biochemical, fluorescence polarization, TAMRA-MyoIIA peptide. inhibition, % at 10.7 µM. 360,000 tested, 0.14% active. AID 652163, 2013. Protein S100-A4 (Homo sapiens), P26447;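 active = mean inhibition of at least 70% across replicates, with every replicate also reaching that level; inconclusive = mean inhibition reaches 70% but some replicates fall short; inactive = mean inhibition below 70%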
Target sequence (P26447 whole entry, looked up): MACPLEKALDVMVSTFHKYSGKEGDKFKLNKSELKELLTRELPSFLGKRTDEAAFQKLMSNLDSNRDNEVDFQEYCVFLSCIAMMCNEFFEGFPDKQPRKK
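Material: human S100A4 monomer with TAMRA-labelled myosin IIA peptide; buffer or medium: HEPES pH 7.2 with CaCl2, KCl, NaCl, DTT, Triton; compound dosing: one concentration per compound; schedule: 5 min incubation before reading; benchmarks: neutral control DMSO, positive control TFP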
XiGFP reactiv: activators of inactive X chromosome reactivation, primary screen, imaging, XiGFP fibroblasts, GFP high-content imaging, set 2 | AID 743238, 2013 | activation, % at 7.58 µM | XiGFP mouse fibroblasts, % GFP-positive cells imaging, 3 d; cells co-treated with 5-aza-dC sensitizer; scaled so ellipticine positive control = 100% | 360,000 tested, 0.055% active;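 active = mean normalized replicate activation at least 10% and every replicate at or above 10%; inconclusive = only one of the two criteria met; inactive = mean below 10% and not all replicates reach 10%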;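 note: 0% = median of on-plate neutral control wells and 100% = ellipticine 6 µM median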
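assay system = SV40-immortalized XiGFP fibroblast cells, line 68-5-11 | buffer or medium = DMEM plus 5-aza-dC sensitizer | doses = single-point pinned compound dosing | times = 3-day compound exposure, then 15 min fixation at room temperature | benchmarks = positive control ellipticine, 6 µM final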
* = called active by the depositor; ? = inconclusive; / = not tested or not shown; & = joins results of further samples. This is a subset. The share of hits here may be higher or lower than overall.

Fields – Cneo AK release, C2C12 statin, SIRT5 inh, LGR2 inh, PGC1a acetyl inh, ERAP1 inh, S100A4 MyoIIA, XiGFP reactiv
1: CCCCc1cc(=O)oc2c(CN3CCN(C)CC3)c(O)ccc12
    1, 34, -148, 4, /, 23, -2, 0.0
2: COc1ccc(-n2nc(C(=O)NCC(=O)Nc3cc(OC)c(OC)c(OC)c3)c3ccccc3c2=O)cc1OC
    4, 4, -3, -1, 8, -3, -12, -0.1
3: C/C=C/c1ccc2c(c1)O[C@@H](CN(C)C(=O)Nc1ccccc1)[C@H](C)CN([C@H](C)CO)S2(=O)=O
    -5, -9, 1, -5, -1, -2, 1, -0.5
4: CCCCC(=O)NC(=S)Nc1cc([N+](=O)[O-])ccc1OC
    -2, -2, -2, 1, 6, -3, -13, -0.1
5: CCOc1ccc(N=Cc2c(O)cc(C)oc2=O)cc1
    -3, -4, 2, /, 7, 1, -5, 0.0
6: Cc1cnc(C(=O)NCCc2ccc(S(=O)(=O)NC(=O)NC3CCCCC3)cc2)cn1
    0, 2, -3, 1, -6, -1, -7, -0.3
7: O=C(CN1CCOCC1)NCC[C@@H]1CC[C@@H](NC(=O)Nc2ccc(F)cc2)[C@H](CO)O1
    0, -2, 16*, -8, 11, -3, 5, -0.1
8: COc1ccc(CN2C[C@H](O)COC[C@H]3O[C@@H](CC(=O)NCc4ccncn4)CC[C@@H]32)cc1
    0, -1, 1, -12, -3, -1, 0, -0.2
9: COc1ccc(CN(C)C[C@H]2Oc3ccc(NC(=O)Cc4cn(C)c5ccccc45)cc3CC(=O)N([C@@H](C)CO)C[C@@H]2C)cc1
    -8, 32, -10, 1, ?, 1, -23, 0.1
10: c1ccc2c(CCN3CCNC[C@H]3Cc3cccc4ccccc34)cccc2c1
    -2, -7, -2, 10, /, -1, -5, 0.1
11: COCc1cccc(N2C(=O)CC(C3C=C(C)C4C(=O)N(c5cccc(COC)c5)C(=O)C4C3)C2=O)c1 (configuration not stated)
    -1, 2, -1, /, -3, 2, -2, 0.1
12: Cc1ccc(S(=O)(=O)N(C)C[C@@H]2Oc3c(NC(=O)c4ccncc4)cccc3C(=O)N([C@H](C)CO)C[C@@H]2C)cc1
    -1, -22, -2, /, 8, -1, -1, -0.9
13: Oc1ccccc1CNc1cnc2ccccc2c1
    -1, 26, -5, -34, -6, -7, 0, /
14: CC1=C(C(=O)OC2CCCCC2)C(c2cccc([N+](=O)[O-])c2)NC(=O)N1 (configuration not stated)
    3, -1, -3, 16, 5, 2, 1, 0.0
15: CC(C)Oc1ccc(CNC(=O)Cn2c(=O)c3cccn3c3cccnc32)cc1
    10, -12, -2, 9, -23, -2, -4, 0.0
16: Cc1cc(C(F)(F)F)c2c(C)nn(-c3ccccc3)c2n1
    0, 5, -1, -1, /, /, -1, 0.0
17: COc1cc(-c2cc(-c3ccc(O)cc3)nc(N)c2C#N)ccc1O
    /, /, -4, -31, -21, 6, -10, 0.0
18: C[C@@H]1CN([C@H](C)CO)C(=O)c2cc(NS(=O)(=O)c3ccc(Cl)cc3)ccc2O[C@H]1CN(C)C(=O)NC1CCCCC1
    1, 29, -6, -5, -3, 0, 6, -0.4
19: CCOc1ccc(-n2nnc3c(=O)n(CC(=O)c4ccccc4)cnc32)cc1
    3, -1, -12, -7, /, 1, 0, 0.0
20: C/C(=N\NC(=O)Cn1nc(C)cc1C)c1ccc([N+](=O)[O-])cc1
    /, /, -1, 1, /, 1, -3, 0.4
21: Cc1csc(=O)n1CCC(=O)N(C)Cc1c(F)cccc1Cl
    -1, 5, /, -19, 5, 0, -2, -0.1
22: COc1cc(/C=C/C(=O)N2CCOCC2)ccc1OCc1ccccc1
    4, 21, /, 17, -5, /, /, 0.1
23: O=[N+]([O-])c1cc(S(=O)(=O)NCCN2CCOCC2)ccc1Cl
    1, /, -2, -5, -4, 3, 0, 0.0
24: C[C@@H]1CCCCO[C@@H](CN(C)Cc2ccc(C(F)(F)F)cc2)[C@@H](C)CN([C@@H](C)CO)C(=O)c2cc(NC(=O)Nc3ccc4c(c3)OCO4)ccc2O1
    2, /, 10, 16, -17, -3, 5, -0.1
25: Cc1ccc(C)c(NC(=O)C2CCN(C(=O)c3cccs3)CC2)c1
    1, 13, -2, 7, -2, -5, -3, 0.0
26: Cc1ccc(Nc2nc(C)cc(C)c2C#N)c(C)c1
    1, 8, /, 13, 6, -7, 4, 0.3
27: Nc1ccn(CC(=O)NCc2ccccn2)c(=O)n1
    7, -7, /, -4, 2, -2, -6, 0.0
28: O=C(O)C[C@H]1C[C@H]2c3cc(NC(=O)Nc4ccc(F)cc4)ccc3O[C@H]2[C@H](CO)O1
    4, -3, -2, -6, 3, 1, -5, 0.1
29: C/C(=N\NC(=O)c1ccc(Cn2cc([N+](=O)[O-])cn2)o1)c1cccc(NC(=O)c2cccnc2)c1
    -7, /, -6, /, 13, 2, 0, 0.2
30: Cc1ccc(-c2cc(C(F)(F)F)c(C#N)c(SCC(=O)O)n2)cc1
    /, /, 3, 5, /, 2, 9, 0.4

Further entries.
Fields – Cneo AK release, C2C12 statin, SIRT5 inh, LGR2 inh, PGC1a acetyl inh, ERAP1 inh, S100A4 MyoIIA, XiGFP reactiv
31: COc1ccc(NC(=O)CSCC(=O)Nc2ccc(C)c(S(=O)(=O)N3CCCCCC3)c2)cc1
    0, -15, 1, -2, /, 0, 0, 0.2
32: CCOCCCN(C(=O)c1snc(C(N)=O)c1N)C(C(=O)NC1CCCC1)c1ccc(OC)cc1 (configuration not stated)
    2, 5, -3, -1, /, 12, 0, 0.0
33: O=C(C1CCCC1)N1CCCCN2[C@H](C1)[C@H](c1ccc(-c3cccc(F)c3)cc1)[C@@H]2CO
    4, /, 10, /, 11, 2, -2, /
34: CC(C)C[C@H](N)c1cn([C@@H](CCCCN)C(=O)N2CCNCC2)nn1
    2, 11, /, -11, 2, -2, 5, 0.0
35: Cc1nc2ccccc2c(=O)n1-c1ccc(NS(=O)(=O)c2ccccc2)cc1
    /, 2, 3, -9, 1, 1, 3, 0.2
36: CN(C)C(=O)c1cccc(-c2ccc(C3[C@H]4CNC[C@@H]3N4C(=O)NC3CCCC3)cc2)c1 (some centres not stated)
    /, /, 0&1, -10&4, -9, 3&-1, -3&-13, 0.1&0.1
37: Cc1cc(OC(=O)c2cc(F)c(F)cc2Cl)nc(C)n1
    /, -5, 2, -9, 1, 5, -2, /
38: CC(Oc1ccc(Cl)cc1Cl)C(=O)NNC(=O)[C@@H]1CCCC[C@@H]1C(=O)O (some centres not stated)
    -4, /, -3, -16, /, -2, -4, 0.0
39: COc1cc(-c2nc3cnccn3c2Nc2ccccc2)ccc1O
    -1, 30, 5, -6, -18, 3, 3, 0.0
40: COc1cc(/C=N/NS(=O)(=O)c2ccccc2)ccc1OS(=O)(=O)c1ccc(C)cc1
    /, /, -2, 1, /, 7, -4, 0.0
41: CC(=O)c1cccc(N(C(=O)c2ccco2)C(C(=O)NC2CCCC2)c2cccs2)c1 (configuration not stated)
    -8, -12, 1, 5, /, 0, 0, 0.4
42: COc1ccccc1NC(=O)N1C[C@@H](C)[C@H](OC)CN(C)C(=O)c2cc(NC(=O)c3cnccn3)ccc2OC[C@H]1C
    -2, -3, /, -3, 3, 2, -5, 0.5
43: Cc1ccc(S(=O)(=O)N(C)C)cc1NC(=O)COC(=O)CSc1ccccc1
    0, 8, 5, -1, /, -1, -4, 0.4
44: COc1ccc(C2(C(=O)NCc3ccccc3Cl)CCOCC2)cc1OC
    3, 6, 2, -24, 0, -2, -8, 0.3
45: C[C@@H]1CN([C@H](C)CO)C(=O)c2cc(NC(=O)Cc3ccccc3)ccc2O[C@@H](C)CCCCO[C@@H]1CN(C)Cc1ccc(C(=O)O)cc1
    -4, /, -1, -11, 1, -2, 9, 0.1
46: CCOC(=O)[C@]12CCCC=C1N(Cc1ccccc1)C(=O)[C@H](CC(=O)N1CCCCCC1)C2
    /, /, /, 4, /, -1, -1, 0.0
47: CCOc1ccccc1N1CCN(Cc2cn[nH]c2-c2ccc(F)cc2)CC1
    /, /, -1, 5, -11, 2, 0, 0.0
48: COc1ccccc1CNC(=O)c1cc(-c2cc(F)ccc2OC(C)C)n[nH]1
    -1, -38, 2, 4, -3, 4, 0, 0.2
49: Cc1ccc2nc(CN(C)C(=O)[C@@H](Cc3ccccc3)NC(=O)[C@H]3O[C@@H](n4cnc(C(N)=O)n4)[C@H](O)[C@@H]3O)[nH]c2c1
    /, /, 2, -1, /, -3, 1, 0.2
50: O=C(C[C@H]1CC[C@H]2[C@@H](COC[C@H](O)CN2C(=O)c2ccncc2)O1)NCc1cc(F)cc(F)c1
    -1, -6, 0, -15, -1, -5, 0, 0.3
51: O=C(C1CC1)N1C[C@H]2[C@@H](c3ccccc31)[C@H](CO)N2C(=O)c1cccc(F)c1
    -2, -4, /, -15, 3, /, /, 0.0
52: C[C@@H]1CN([C@@H](C)CO)C(=O)c2cc(NC(=O)Nc3cccc4ccccc34)ccc2O[C@H]1CN(C)Cc1ccc(C(=O)O)cc1
    -2, 2, -1, -18, 5, 1, 0, -1.1
53: O=C(CCN1C(=O)/C(=C\c2cccc(Br)c2)SC1=S)N1CCOCC1
    5, 7, 1, 8, /, -1, -1, -0.1
54: CCc1nc2cccnc2n1-c1ccc(CC(=O)NCCOC)cc1
    0, 12, -2, 1, 0, 5, -8, 0.0
55: O=C1N/C(=C/c2ccc(N3CCOCC3)o2)C(=O)N1c1cccc(Cl)c1
    /, /, -2, -8, /, -3, 4, 0.9
56: CCOc1ccc(C(=O)O/N=C(\N)c2ccccn2)cc1
    -11, -27, 6, 103*, 1, 0, -1, -0.1

Screens from PubChem.
